Assay outcomes from PubChem.
FEN1 inh = blocks human flap endonuclease 1; P39748; Recombinant FEN1 flap cleavage, fluorescence, 15 min; Potency, µM (series often up to 114 µM), without a hit: at the top dose activity change, negative = inhibition, most hits filed as inhibitors; actives 0.35% (n = 390,000); active = well fitted inhibition curve with a large enough effect; inconclusive = small, poorly fitted or top-dose-only effect; inactive = no such curve, though single readings can be large or run the other way; note: nearly all actives have a fitted effect of over 65% in size
Target sequence (P39748 whole entry, looked up): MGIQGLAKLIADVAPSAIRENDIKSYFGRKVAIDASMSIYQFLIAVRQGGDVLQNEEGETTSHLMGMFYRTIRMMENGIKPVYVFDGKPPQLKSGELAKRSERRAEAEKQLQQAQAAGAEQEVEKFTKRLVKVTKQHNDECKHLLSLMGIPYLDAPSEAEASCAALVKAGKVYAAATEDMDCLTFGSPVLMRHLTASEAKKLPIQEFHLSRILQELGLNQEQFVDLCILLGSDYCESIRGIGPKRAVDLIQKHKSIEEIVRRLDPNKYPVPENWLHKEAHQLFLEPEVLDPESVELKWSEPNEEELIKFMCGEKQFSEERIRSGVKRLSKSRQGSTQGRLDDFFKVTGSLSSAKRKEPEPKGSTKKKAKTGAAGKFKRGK
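Potency values derive from four-parameter Hill fits of normalized qHTS data. The reaction used 10 nM FEN1 preincubated 15 min at room temperature with compound, then 50 nM DNA substrate, read at 0 and 15 min.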
The depositor's hits bear a star; & = joins results of further samples; [ ] = dose if it differs, or a comment. % is set by controls: 0 for no effect and ±100 for the full control effect; potency is the fitted concentration of half-maximal effect. Only part of the results is shown. The share of hits here may be higher or lower than overall.

What do the screens show for `CCOC(=O)C[C@H]1c2ccccc2S(=O)(=O)N1Cc1ccc(Cl)cc1`?
FEN1 inh: 3.8%&-20.3%

Results for O=C(NCC1CC1)c1ccc2nc(-c3ccoc3)c(-c3ccoc3)nc2c1 ?
FEN1 inh: -10.3%

Results for CC1(c2nnc(-c3cccc(Cl)c3)o2)CC(c2ccc(F)cc2)=NO1 (stereo unspecified) ?
FEN1 inh: -4.8%

How did Cc1cc(C)cc(NC(=O)CSCc2nc3c(nnn3Cc3ccc(F)cc3)c(=O)[nH]2)c1 do in these assays?
FEN1 inh: inconclusive

Results for C#CCNC(=O)C1=C[C@H](C)C[C@H](OCc2ccc(CO)cc2)O1 ?
FEN1 inh: 4.6%

How did Cc1ccc(C)c(N/C=C(\C#N)c2nc3ccccc3o2)c1 do in these assays?
FEN1 inh: 1.8%

Results for COc1ccc(O)c(C(=O)CC(=O)c2ccncc2)c1 ?
FEN1 inh: -23.3%

What do the screens show for `O=C(Nc1ccccc1)c1ccccc1OCc1ccccc1`?
FEN1 inh: -4.9%

Results for CCOC(=O)C(CC)Sc1nnc2cc(C)c3ccccc3n12 (stereo unspecified) ?
FEN1 inh: 1.5%

What do the screens show for `O=C(NCc1ccc(OC(F)(F)F)cc1)c1cc(-c2ccccc2)nn1CC1CC(c2cccnc2)=NO1` (stereo unspecified)?
FEN1 inh: -10.8%

How did COc1cccc(NC(=O)CN(C)C(=O)C2CC(=O)N(CCc3ccc(OC)c(OC)c3)C2)c1 (stereo unspecified) do in these assays?
FEN1 inh: -11.2%

Results for CCOC(=O)Nc1cccnc1Sc1ccc(Cl)cc1 ?
FEN1 inh: 6.8%

What do the screens show for `CNC(C)C#Cc1ccc2c(=O)c3cc(C)c(C)cc3oc2c1` (stereo unspecified)?
FEN1 inh: -1.6%

What do the screens show for `COC(=O)c1c(C)cc(O)c(C)c1O`?
FEN1 inh: 13.1%

What do the screens show for `COc1ccc(Cl)cc1C=CC=Nc1ccccc1O`?
FEN1 inh: 10.7%

How did Cc1cc(C)c(C)c(S(=O)(=O)N2CCC(C(=O)N(C)Cc3nc4ccccc4c(=O)[nH]3)CC2)c1C do in these assays?
FEN1 inh: -8.6%

How did CCCCCCCCCCCCN1[C@@H](CC(C)=O)c2cc(F)ccc2S1(=O)=O do in these assays?
FEN1 inh: -11.6%

What do the screens show for `O=C(NCc1ccc(Cl)cc1Cl)Nc1ccccc1`?
FEN1 inh: 4.4%

How did CCCCn1cnc2c(SCc3ccccc3)nc(N)nc21 do in these assays?
FEN1 inh: -15.9%

What do the screens show for `COc1ccc(-c2oc3ccc(-c4cc(OC)c(OC)c(OC)c4)cc3c2-c2ccc(OC)cc2)cc1`?
FEN1 inh: -3.1%

Results for Cc1ccc(CN2[C@@H](CC(C)C)COCCS2(=O)=O)cc1 ?
FEN1 inh: -10.9%

What do the screens show for `OC(COc1ccc(OCC(O)CN2CCN(Cc3ccccc3)CC2)cc1)CN1CCN(Cc2ccccc2)CC1` (stereo unspecified)?
FEN1 inh: 9.0%

Results for CCOC(=O)C1=C(COC(=O)c2cc(S(=O)(=O)N3CCOCC3)ccc2F)NC(=O)NC1C (stereo unspecified) ?
FEN1 inh: 1.2%

Results for CCOc1ccccc1OCCCC(=O)Nc1ccc(S(=O)(=O)Nc2cc(C)nc(C)n2)cc1 ?
FEN1 inh: 8.6%

Results for CSc1ccc(C(=O)C2CCCN(C(=O)CCc3c(C)nn(C)c3C)C2)cc1 (stereo unspecified) ?
FEN1 inh: -0.4%

Results for CC(CCCN1CCCC1)Nc1ccnc2cc(Cl)ccc12 (stereo unspecified) ?
FEN1 inh: -8.2%

Results for CC(SC(C)C(=O)NN=Cc1c[nH]c2ccccc12)C(=O)NN=Cc1c[nH]c2ccccc12 (stereo unspecified) ?
FEN1 inh: -2.9%

How did CCN1C[C@@H]2[C@@H]3C(=O)N(C)C(=O)[C@@H]3[C@](Cc3ccccc3)(C1=O)N2C(=O)c1ccccc1 do in these assays?
FEN1 inh: -3.1%

How did Cc1nn(-c2ncccn2)c2c1C(=O)CC(C)(C)C2Br (stereo unspecified) do in these assays?
FEN1 inh: 10.2%

How did COc1cc(OC)cc(C(=O)NNC(=O)C(CCC(N)=O)NS(=O)(=O)c2ccc(Cl)cc2)c1 (stereo unspecified) do in these assays?
FEN1 inh: 0.9%

Of the compounds above, these contain an NH in an aromatic ring.
How did Cc1cc(C)cc(NC(=O)CSCc2nc3c(nnn3Cc3ccc(F)cc3)c(=O)[nH]2)c1 do in these assays?
FEN1 inh: inconclusive

How did Cc1cc(C)c(C)c(S(=O)(=O)N2CCC(C(=O)N(C)Cc3nc4ccccc4c(=O)[nH]3)CC2)c1C do in these assays?
FEN1 inh: -8.6%

Results for CC(SC(C)C(=O)NN=Cc1c[nH]c2ccccc12)C(=O)NN=Cc1c[nH]c2ccccc12 (stereo unspecified) ?
FEN1 inh: -2.9%

More structures
How did CC(=O)NC1CCC(=O)C=C1c1ccccc1 (stereo unspecified) do in these assays?
FEN1 inh: 2.1%

Results for OC(CBr)C[n+]1cc(Br)cc2ccccc21 (stereo unspecified) ?
FEN1 inh: -13.3%

What do the screens show for `COCCN(CC(=O)Nc1ccccc1C(F)(F)F)C(=O)/C=C/c1cc(Cl)c2c(c1)OCCO2`?
FEN1 inh: -9.9%

Results for Cn1c(SCc2ccccc2)nccc1=O ?
FEN1 inh: 4.1%

What do the screens show for `O=C1c2ccccc2-c2c1c1ccccc1c(=O)n2-c1ccccc1`?
FEN1 inh: 3.0%

Results for CC(C)C[C@@H](CNCC(=O)[C@H](C)NC(=O)c1[nH]cnc1C(=O)N[C@@H](C)CN)NC(=O)c1nc[nH]c1C(=O)N[C@@H](CC(=O)O)C(=O)O ?
FEN1 inh: -2.8%

Results for N#Cc1cc2c(=O)n3ccccc3nc2n(Cc2cccnc2)c1=O ?
FEN1 inh: -0.4%

Results for COc1ccc(CNS(=O)(=O)CCNCc2ccccc2OC)cc1 ?
FEN1 inh: -2.3%

Results for O=CN(CCNc1ccccc1)c1ccccc1 ?
FEN1 inh: -0.3%

Results for COc1ccc2nc(C3CCCCC3)c3c(c2c1)CCC3 ?
FEN1 inh: -3.2%

What do the screens show for `Cc1nccn1-c1c2c(c(C#N)c3nc4ccccc4n13)CCCC2`?
FEN1 inh: -3.6%

What do the screens show for `CCCCCC1CC(=O)NC1(C(=O)OCC)C(=O)OCC` (stereo unspecified)?
FEN1 inh: -1.6%

Results for O=C1C=CC(=Nc2ccc3c(c2)C(=O)c2ccccc2-3)O1 ?
FEN1 inh: -7.2%

How did CC(=O)Nc1ccc(NC(=O)c2ccnn2C)cc1 do in these assays?
FEN1 inh: -1.8%

How did O=C(C=CC(=O)OC1CCCCC1)OC1CCCCC1 do in these assays?
FEN1 inh: -19.6%

What do the screens show for `CCC1(C(N)=O)CC2C=CC1C2` (stereo unspecified)?
FEN1 inh: -4.8%

How did CCOC(=O)c1ccc2ncc(C(=O)OCC)c(NCCN(C)C)c2c1 do in these assays?
FEN1 inh: 15.8%

Results for O=C(ONC(=O)C1CCCCC1C(=O)NOC(=O)c1ccccc1)c1ccccc1 (stereo unspecified) ?
FEN1 inh: 17.8µM*

What do the screens show for `COC(=O)c1ccc2nc(C3CCCCC3)c3c(c2c1)CCC3`?
FEN1 inh: -16.5%

Results for O=C1NC[C@H](Cc2ccccc2)N(CC2CCN(CCC3CCCC3)CC2)C1=O ?
FEN1 inh: 16.5%

Results for O=C(C[n+]1csc2ccccc21)c1cccc([N+](=O)[O-])c1 ?
FEN1 inh: -6.4%

How did Cc1c(CCO)sc[n+]1CC(=O)c1ccc(F)cc1 do in these assays?
FEN1 inh: 0.6%

What do the screens show for `COc1cc(COc2ccc(S(=O)(=O)N3CCOCC3)cc2[N+](=O)[O-])ccc1OC(F)F`?
FEN1 inh: -4.6%

How did CCCCCCOc1ccc(CC(=O)O)cc1 do in these assays?
FEN1 inh: 7.4%

How did CCCCn1c(N)c(N(CCC(C)C)C(=O)COC(=O)Cc2ccc(Cl)cc2)c(=O)[nH]c1=O do in these assays?
FEN1 inh: -2.1%

How did Cc1cccc(/C=N/NC(=O)CC(=O)NCCc2ccccc2)c1 do in these assays?
FEN1 inh: -9.9%

How did O=C(O)Cn1cc(F)c(=O)[nH]c1=O do in these assays?
FEN1 inh: -2.4%

What do the screens show for `CS(=O)(=O)c1ccc(/C=C2\C=Cc3ccccc32)cc1`?
FEN1 inh: -24.7%

Results for CC(OC(=O)C1=Cc2ccccc2OC1)C(=O)NCC1CCCO1 (stereo unspecified) ?
FEN1 inh: -6.2%

How did Clc1ccc2scc(CN3CCCC3)c2c1 do in these assays?
FEN1 inh: 14.9%

What do the screens show for `Cc1noc(NS(=O)(=O)c2ccc(NC(=O)c3cc(S(=O)(=O)N(C)c4ccccc4)ccc3Cl)cc2)c1C`?
FEN1 inh: -15.2%

How did Cc1ccc(S(=O)(=O)N2CCN(c3nc(-c4cscn4)nc4ccccc34)CC2)cc1 do in these assays?
FEN1 inh: -7.8%

Results for CCN(C(=O)COC(=O)CCCc1nc2ccccc2s1)c1c(N)n(Cc2ccccc2)c(=O)[nH]c1=O ?
FEN1 inh: -13.1%

How did Cc1ccc(S(=O)(=O)Nc2ccc3c4c(cccc24)CC3)c(C)c1 do in these assays?
FEN1 inh: -7.4%

Results for O=c1c2c(-c3cccs3)csc2ncn1/N=C/c1ccccn1 ?
FEN1 inh: -3.0%

Results for COc1cccc(N2C(=O)CC(N3CCN(S(=O)(=O)c4ccccc4[N+](=O)[O-])CC3)C2=O)c1 (stereo unspecified) ?
FEN1 inh: 15.2%

How did CN(C)c1nc(Cl)nc2c1nc(Cl)n2C1CCCCO1 (stereo unspecified) do in these assays?
FEN1 inh: 3.0%

How did O=C(Cc1ccc([N+](=O)[O-])cc1)NCCc1ccc2c(c1)OCO2 do in these assays?
FEN1 inh: -5.2%

How did CN(CCc1ccccc1)C(=O)c1ccc(NC(=O)Cc2ccc(NC(=O)C3CCCN(C(=O)c4ccccc4)C3)cc2)cc1 (stereo unspecified) do in these assays?
FEN1 inh: -19.8%

What do the screens show for `c1ccc(-c2nc3cccnc3nc2-c2ccccc2)cc1`?
FEN1 inh: 4.2%

How did CCc1ccc2c(c1)C(=O)CCC2 do in these assays?
FEN1 inh: 11.4%

What do the screens show for `Nc1cc2c(cc1[N+](=O)[O-])-c1ccccc1C2=NO`?
FEN1 inh: inconclusive

How did CNC(=O)C1CC(=O)N(c2ccc(OCC(=O)Nc3ccc(F)cc3)cc2)C1 (stereo unspecified) do in these assays?
FEN1 inh: -13.7%

Results for CC(=O)c1cccc(OCC(=O)N(CCC2=CCCCC2)c2c(N)n(Cc3ccccc3)c(=O)[nH]c2=O)c1 ?
FEN1 inh: -2.0%

How did O=C1CC(c2ccccc2)Cc2nc(N3CCc4ccccc43)ncc21 (stereo unspecified) do in these assays?
FEN1 inh: -15.5%

Results for CCN(C(=O)COC(=O)Cn1c(=O)oc2ccccc21)c1c(N)n(Cc2ccccc2)c(=O)[nH]c1=O ?
FEN1 inh: -3.9%

Results for C=CCSc1nnc2c(n1)-c1cccc3cccc-2c13 ?
FEN1 inh: -21.3%

How did c1ccc(C2=NOC(c3nnc(-c4ccccc4)o3)C2)cc1 (stereo unspecified) do in these assays?
FEN1 inh: -6.3%

Results for COc1ccccc1C(=O)Nc1ccc(S(=O)(=O)N(C)c2ccccc2)cc1 ?
FEN1 inh: -1.2%

What do the screens show for `O=C1C[C@@H]2c3c(cccc3CN1Cc1ccc(Cl)cc1)C[C@@H](O)[C@H]2O`?
FEN1 inh: -13.1%&12.6%

How did O=C(c1cc(Br)ccc1O)N(Cc1ccco1)Cc1cccs1 do in these assays?
FEN1 inh: inconclusive

How did COCCn1c(=N)c(C(=O)NCCc2ccccc2)cc2c(=O)n3cccc(C)c3nc21 do in these assays?
FEN1 inh: -7.7%

Results for Cc1ccc2[nH]c(=O)c(CN(CCO)C(=O)N(C)C)cc2c1 ?
FEN1 inh: -12.7%

How did COc1cc2c(cc1OC)NC(=O)C2 do in these assays?
FEN1 inh: -17.9%

Results for CCCNC(=O)C1(CC2CC(c3ccccc3)=NO2)CCN(C(=O)C2(C)CC2)CC1 (stereo unspecified) ?
FEN1 inh: 18.4%

What do the screens show for `CCOC(=O)C1CCN(CCCSc2ccc(C)cc2)CC1`?
FEN1 inh: -8.2%

What do the screens show for `COc1ccc(S(=O)(=O)N/N=C(/C)c2ccc(C)o2)cc1`?
FEN1 inh: -8.4%

Results for CC1(C)CCc2cc(O)ccc2O1 ?
FEN1 inh: 13.5%

What do the screens show for `CNC(=O)c1cn2c3c(ccc(Cl)c3c1=O)OC(C)C2` (stereo unspecified)?
FEN1 inh: 55.6%[activator]

What do the screens show for `CCC1Oc2ccc(C)cc2N(CC(=O)NCCc2ccc(OC)c(OC)c2)C1=O` (stereo unspecified)?
FEN1 inh: 11.9%

Results for COc1cc(C)cc2c1OC(c1ccccc1)CC2=O (stereo unspecified) ?
FEN1 inh: -3.2%

How did COc1ccccc1CNS(=O)(=O)CCNC1CCCCC1 do in these assays?
FEN1 inh: 17.8%

What do the screens show for `Brc1ccc(C=C2C=c3ccccc3=C2)cc1`?
FEN1 inh: -32.6%

How did CCCCCCCCCC[n+]1cc(Br)cc(Br)c1 do in these assays?
FEN1 inh: -10.8%

Results for COC(=O)C[C@H]1c2cc(F)cc(F)c2S(=O)(=O)N1C1CCN(Cc2ccccc2)CC1 ?
FEN1 inh: 9.1%&-15.2%

Results for O=C(O)CCC1(CCC(=O)O)CCCC(CCC(=O)O)(CCC(=O)O)C1=O ?
FEN1 inh: 14.3%

Sorted by formula weight (rising): five of the compounds above
Results for O=C1C=CC(=Nc2ccc3c(c2)C(=O)c2ccccc2-3)O1 ?
FEN1 inh: -7.2%

What do the screens show for `CNC(C)C#Cc1ccc2c(=O)c3cc(C)c(C)cc3oc2c1` (stereo unspecified)?
FEN1 inh: -1.6%

How did COc1ccccc1CNS(=O)(=O)CCNC1CCCCC1 do in these assays?
FEN1 inh: 17.8%

How did O=C(Cc1ccc([N+](=O)[O-])cc1)NCCc1ccc2c(c1)OCO2 do in these assays?
FEN1 inh: -5.2%

How did CCCCCCCCCC[n+]1cc(Br)cc(Br)c1 do in these assays?
FEN1 inh: -10.8%
